# High-throughput results as filed in PubChem.
# PAX8 inh HTS: inhibitors of PAX8 transcriptional activity in RMG-I cells. RMG-I TPO-luciferase reporter, SteadyGlo, 24 h. inhibition, % at 12.6 µM. hit rate 1.2% among 360,000;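 active = mean replicate inhibition at least 60% with every replicate also reaching 60%; inconclusive = only one of the two criteria is met; inactive = mean below 60% and not all replicates reaching 60%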;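 also: luciferase light reporting Pax8 driven TPO promoter activity; plate controls were median of neutral control wells for no effect and mitoxantrone controls for full effect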
# PglD inh: inhibitors of Campylobacter jejuni PglD acetyltransferase; inhibition, % at 12.5 µM; purified PglD enzyme, DTNB colorimetric CoA detection; AID 602405; hit rate 0.098% among 360,000; in the data active = inhibition above about 16%, passing the limit was not always enough; inconclusive = no clear call, values can overlap the other calls; also: strong numbers were not always called active
# LGR2 inh: blocks bursicon-induced cAMP signaling via Drosophila LGR2; HEK293 LGR2, CRE-luciferase, bursicon-stimulated, 4 h; inhibition, % at 9.99 µM; hit rate 0.35% among 380,000;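 active = drop in luminescence signal, shown as inhibition above about 50% in the replicate tests, limit read from the data, passing the limit was not always enough; inconclusive = probably only some replicates passing the limit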;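 also: agonist challenge used bursicon conditioned medium at about half maximal strength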
# FN deposition inh: fibronectin deposition inhibition; AID 743247; AH1F fibroblasts, Alexa488-fibronectin deposition fluorescence, overnight; inhibition, % at 12.6 µM; hit rate 0.086% among 350,000;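 active = mean inhibition across replicates of 30% or more, regardless of how many single replicates reach that level; inconclusive = mean under 30% yet at least half of replicates reach 30%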;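 also: positive control wells lacked labelled fibronectin entirely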
#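 Material: AH1F fibroblast monolayer depositing Alexa488-labelled fibronectin into matrix / Amount: 10000 AH1F cells per well / Signal: fluorescence 485/525 nm / Medium: DMEM, 2% serum / Compound: single dose, pinned / Incubation: 1 h cell adhesion before compound, then overnight fibronectin incubation / Reagent: Alexa488-FN, 24 nM final / Read-out: inhibition of fibronectin deposition signal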
# PGC1a acetyl inh: modulators of PGC1a acetylation; U2OS PGC1a acetylation, AlphaScreen anti-acetyl-lysine; with virally co-expressed GCN5 acetyltransferase; inhibition, % at 15.6 µM; hit rate 0.17% among 350,000; AID 651687;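 active = every replicate shows inhibition of at least 40%; inconclusive = mean inhibition at least 40% but some replicate below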;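 also: 0% = neutral control wells and 100% = positive control wells; some results beyond the cut were filed as inactive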
# S100A4 inh HTS: S100A4-myosin IIA interaction inhibition. P26447. S100A4/TAMRA-MyoIIA peptide fluorescence polarization. inhibition, % at 10.7 µM. hit rate 0.14% among 360,000;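 active = mean inhibition of at least 70% across replicates, with every replicate also reaching that level; inconclusive = mean inhibition reaches 70% but some replicates fall short; inactive = mean inhibition below 70%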
# Target sequence (P26447 whole entry, looked up): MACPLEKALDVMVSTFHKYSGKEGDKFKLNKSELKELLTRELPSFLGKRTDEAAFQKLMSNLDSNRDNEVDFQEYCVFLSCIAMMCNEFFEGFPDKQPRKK
#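 Material: S100A4 monomer (human). Medium: Calcium-containing HEPES buffer, pH 7.2. Probe or stimulus: labelled myosin peptide probe, 5 nM. Compound dosing: one concentration per compound. Timing: polarization read 5 min after assay mix addition, stable 5–60 min. Benchmarks: DMSO as neutral control, TFP as positive control.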
# EWS-Fli inh: inhibitors of EWS/Fli oncoprotein transcriptional activity; A673 NR0B1-luciferase reporter, viability-normalised; inhibition, % at 12.6 µM; hit rate 0.67% among 350,000;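 active = mean inhibition of at least 50% after viability correction, with every replicate also passing that limit; inconclusive = mean reaches 50% but only one of two replicates passes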;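 also: firefly luciferase signal divided by Alamar Blue viability fluorescence both relative to DMSO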
# ERAP1 inh: blocks human ERAP1 aminopeptidase activity. Q9NZ08. recombinant ERAP1, Leu-AMC fluorescence, 60 min. inhibition, % at 10.7 µM. hit rate 0.15% among 340,000. AID 652197;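 active = mean replicate inhibition of at least 30%, or all replicates individually reaching that 30% level; inactive = mean below 30% and not every replicate reaching it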;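 also: 0% = neutral control wells and 100% = L-leucinethiol positive control wells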
# Target sequence (Q9NZ08 whole entry, looked up): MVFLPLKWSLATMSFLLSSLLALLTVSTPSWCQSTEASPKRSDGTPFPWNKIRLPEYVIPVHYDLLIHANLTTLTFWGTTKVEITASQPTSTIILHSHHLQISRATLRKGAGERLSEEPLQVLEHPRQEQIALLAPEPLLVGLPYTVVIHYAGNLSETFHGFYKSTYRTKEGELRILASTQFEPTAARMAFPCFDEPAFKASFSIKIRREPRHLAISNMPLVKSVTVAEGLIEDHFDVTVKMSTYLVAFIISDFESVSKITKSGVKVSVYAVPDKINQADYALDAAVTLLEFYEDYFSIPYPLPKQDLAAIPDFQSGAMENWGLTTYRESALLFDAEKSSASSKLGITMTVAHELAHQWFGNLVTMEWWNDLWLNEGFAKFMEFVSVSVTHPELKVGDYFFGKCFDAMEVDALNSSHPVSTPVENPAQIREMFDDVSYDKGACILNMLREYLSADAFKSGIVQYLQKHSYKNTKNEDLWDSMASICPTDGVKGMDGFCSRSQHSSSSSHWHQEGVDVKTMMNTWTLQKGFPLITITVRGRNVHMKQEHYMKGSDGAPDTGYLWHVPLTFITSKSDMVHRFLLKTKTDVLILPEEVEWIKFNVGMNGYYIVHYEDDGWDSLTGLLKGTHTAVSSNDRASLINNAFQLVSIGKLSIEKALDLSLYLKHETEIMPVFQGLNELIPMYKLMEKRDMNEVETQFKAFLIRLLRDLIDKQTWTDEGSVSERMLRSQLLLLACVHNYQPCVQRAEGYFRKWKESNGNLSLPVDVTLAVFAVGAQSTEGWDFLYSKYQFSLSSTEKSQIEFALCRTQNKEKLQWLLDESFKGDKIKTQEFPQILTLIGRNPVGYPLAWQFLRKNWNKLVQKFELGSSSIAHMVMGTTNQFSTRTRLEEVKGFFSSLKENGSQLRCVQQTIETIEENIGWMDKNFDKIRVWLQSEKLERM
# * hit, by the source's call; ? = inconclusive; . = no result given; & = joins results of further samples.
no.	Compound	S100A4 inh HTS	EWS-Fli inh	PAX8 inh HTS	ERAP1 inh	PGC1a acetyl inh	PglD inh	LGR2 inh	FN deposition inh
1	Cc1cccc(N2C(=O)C(O)=C(C(=O)c3cccs3)C2c2ccc(C(C)C)cc2)n1 (stereo not given)	8	-5	-34	-2	-2	.	-71	-2
2	CCC(C(=O)c1ccc2ncccc2c1)c1ccccc1 (stereo not given)	2	-3	-14	-3	.	.	7	-6
3	O=C(O)C[C@@H]1C[C@H]2c3cc(NC(=O)CC4CC4)ccc3O[C@H]2[C@H](CO)O1	-9	2	-21	0	9	-1	8	-7
4	COCC1CCN(C(=O)c2ccc3oc(CCCc4ccccc4)nc3c2)C1 (stereo not given)	-1	-72	.	-1	-1	3	-29	0
5	Cc1cc(C(=O)Nc2cccc3c2O[C@H](CN(C)S(=O)(=O)c2cccs2)[C@@H](C)CN([C@@H](C)CO)C3=O)n(C)n1	-4	5	.	-1	8	3	4	-7
6	O=C(Cc1ccncc1)NCC[C@H]1CC[C@H](NC(=O)Nc2ccc(Cl)cc2)[C@H](CO)O1	7	-4	-5	3	5	0	-12	.
7	COc1ccc2oc(C(=O)N(C)Cc3ccc(OC(F)F)cc3)c(C)c2c1	5	-3	-29	-1	.	-5	-21	-6
8	CCS(=O)(=O)N1CC2(CN(C(=O)c3ccc(F)cc3)[C@@H](CO)c3c2c2ccc(OC)cc2n3C)C1	-7	21	.	1	-9	.	24	-7
9	C[C@@H]1CN([C@@H](C)CO)C(=O)c2cc(-c3ccccc3)cnc2O[C@@H]1CN(C)Cc1cccnc1	-14	-8	.	-1	6	2	-3	-27
10	CC(C)CCNC(=O)C1CC(=O)N(C2CCCC2)C1 (stereo not given)	.	.	.	.	0	-4	-8	-3
11	CNC(=O)C1=C[C@H](c2ccc(C(=O)OC)cc2)C[C@H](OCCCCO)O1	-2	-1	-17	-1	9	7	.	.
12	COC(=O)C[C@@H]1CC[C@@H]2[C@H](COC[C@H](O)CN2S(=O)(=O)c2ccc(F)cc2)O1	28	5	-28	-4	3	-6	6	9
13	Cc1ccc(-c2cnc3c(c2)C(=O)N([C@H](C)CO)C[C@@H](C)[C@@H](CN(C)C(=O)c2ccccc2)O3)cc1	10	-20	-6	8	5	0	-15	11
14	COCC(=O)Nc1ccc2c(c1)C(=O)N(C)C[C@@H](OC)[C@@H](C)CN(C(=O)c1cccnc1)[C@H](C)CO2	-8	-14	16	0	4	0	6	-3
15	O=C(NC1CCCCC1)N1CCN(C(=O)c2ccco2)CC1	0	10	.	5	6	-1	.	.
16	Cc1cccc(NC(=O)c2nc[nH]c2C(=O)Nc2cc(Br)ccc2F)c1	-4	0	-7	-4	6	1	-18	2
17	COc1ccccc1-c1cnc2c(c1)C(=O)N([C@H](C)CO)C[C@@H](C)[C@@H](CN(C)C(=O)c1ccncc1)O2	-4	-7	.	-2	2	11	6	.
18	COC(=O)c1ccc(N=Cc2c(C(F)(F)F)[nH]n(C)c2=O)cc1	-7	-22	-13	-4	.	-8	6	-4
19	C/C(=N\NC(=O)C1COc2ccccc2O1)c1cccs1 (stereo not given)	3	-15	.	5	0	-4	-12	.
20	O=C(Nc1cccc(Cl)c1N1CCOCC1)c1ccc2c(c1)OCCO2	-4	5	-17	5	.	.	-10	8
21	CC(C)NC(=O)Nc1ccc2c(c1)C(=O)N([C@H](C)CO)C[C@H](C)[C@@H](CN(C)S(=O)(=O)c1ccc(F)cc1)O2	2&0	5&-6	10&30	0&-2	-4&11	4&-1	10&1	-21
22	COc1ccccc1/C=C/C=N/NC(=O)c1cc(-c2ccc(C)o2)[nH]n1	-2	-9	?	.	0	.	.	7
23	CC(=O)NCCc1nc(-c2ccc(Cl)cc2)no1	5	-25	-29	13	-1	-3	-11	6
24	O=C(NNC(=S)Nc1ccc(F)cc1)c1ccccc1OC(F)F	.	.	.	.	3	-1	6	0
25	COc1ccc(S(=O)(=O)N2CCCCCC2)cc1NC(=O)CCNC(=O)c1ccccc1Cl	0	2	5	2	5	-3	4	.
26	Cc1ccc(C(=O)Nc2cccc(C(F)(F)F)c2)cc1Nc1ccccn1	3	-10	21	2	-23	0	-3	2
27	COc1ccc(Cc2nnc(SCC(=O)NCC3CCCO3)o2)cc1 (stereo not given)	-1	4	.	1	.	-2	-11	.
28	C[C@H]1CN([C@@H](C)CO)C(=O)Cc2cc(NC(=O)C3CCCCC3)ccc2O[C@@H]1CN(C)CC1CCCCC1	19	-2	.	3	-2	-2	-11	.
29	C[C@@H]1CCCCO[C@@H](CN(C)C(=O)Nc2cccc3ccccc23)[C@@H](C)CN([C@H](C)CO)C(=O)c2cc(NS(=O)(=O)c3ccc(F)cc3)ccc2O1	3	9	11	-2	4	-1	1	0
30	C[C@H](CO)N1C[C@H](C)[C@H](CN(C)C(=O)Nc2cccc3ccccc23)Oc2ccc(NC(=O)Nc3ccc(C(F)(F)F)cc3)cc2C1=O	.	-8	-23	.	3	-1	23	.
31	COc1ccc(-c2nc3ccccc3[nH]2)cc1	-3	28	.	3	0	.	12	.
32	COc1ccc(Cl)cc1S(=O)(=O)N(C)CC(=O)NCc1ccc2c(c1)OCO2	1	-4	-5	-3	.	-3	-17	-3
33	COc1ccc(CNC(=O)C[C@@H]2C=C[C@@H](NC(=O)CN(C)C)[C@H](CO)O2)cc1	4	-6	-5	0	1	-4	10	.
34	COCCCNC(=O)c1csc([C@H]2C[C@H](O)[C@@H](CO)O2)n1	-7	-1	-13	1	.	4	-11	.
35	Cn1cnc(S(=O)(=O)N[C@@H]2CC[C@H](CC(=O)Nc3ccc(-c4ccccc4)cc3)O[C@@H]2CO)c1	-1	-7	0	1	.	-3	-18	.
36	Cc1cn([C@@H](CCCCN)C(=O)NCCCCCCCCCCC(=O)N2CCNCC2)nn1	0	-8	-6	-3	3	1	7	-9
37	Cc1ccc(C(=O)NC(=S)/C=C2\N(C)c3ccccc3C2(C)C)cc1	-31	9	3	-6	.	.	11	-2
38	CCOC1=C2[C@H](c3ccccc3)N(S(=O)(=O)c3ccc(C)cc3)C(C(C)(C)C)[C@H]2C(C#N)(C#N)C(C#N)(C#N)C1 (stereo not given in full)	2	10	55	.	19	-5	13	.
39	COc1ccc(NC(=O)C2(C)Cc3c(-c4ccc(NC(C)=O)cc4)ccnc3O2)cc1OC (stereo not given)	-2	13	-12	0	-8	-5	-23	19
40	COc1ccc(NC(=O)c2cc(-c3cc(Cl)ccc3C)n[nH]2)cc1OC	1	14	-56	-3	-11	1	-14	2
41	Cc1ccc(NC(=O)CSCC(=O)Nc2ccc(S(=O)(=O)N3CCCC3)cc2)cc1	-5	10	3	0	.	.	-6	4
42	CS(=O)(=O)N(CC(=O)Nc1ccc(S(=O)(=O)N2CCOCC2)cc1)c1ccccc1Cl	-6	9	11	0	11	2	8	.
43	CN(c1ccc(C(=O)N2CCN(Cc3ccccc3)CC2)cc1)S(=O)(=O)c1ccc(Cl)cc1	-1	.	9	-5	.	0	19	4
44	OC(COCC(F)(F)C(F)(F)C(F)(F)C(F)F)Cn1c2ccccc2c2ccccc21 (stereo not given)	-1	5	50	-7	-22	.	.	8
45	COc1ccc(S(=O)(=O)Nc2ccc3c(c2)C(=O)N([C@H](C)CO)C[C@@H](C)[C@@H](CN(C)S(=O)(=O)c2ccccc2)OCCCC[C@H](C)O3)cc1	-5	-3	32	1	-17	.	-4	.
46	C[C@@H]1CCCCO[C@@H](CN(C)S(=O)(=O)c2ccccc2)[C@@H](C)CN([C@H](C)CO)C(=O)c2cc(NC(=O)Nc3ccc(C(F)(F)F)cc3)ccc2O1	7	4	-4	5	-6	-1	4	-12
47	O=C(NCCn1c(C(F)(F)F)nc2ccccc21)[C@H]1CCCN1c1nc(CN2CCCCC2)cs1	0	-8	2	-1	10	2	0	-13
48	CC(C)NC(=O)N(C)C[C@H]1OCCCC[C@H](C)Oc2ccc(NC(=O)Nc3ccc(F)cc3)cc2C(=O)N([C@@H](C)CO)C[C@H]1C	2	-10	-5	-4	-6	3	14	.
49	C[C@H](CO)N1C[C@H](C)[C@H](CN(C)S(=O)(=O)c2cccc(F)c2)Oc2ncc(-c3cccc(C(=O)N(C)C)c3)cc2C1=O	-1&-26&3	6&-3&-14	-21	-5&0&0	-13&-4	-1&-1&-1	22&11	-9
50	CCOc1c(Br)cc(C(=O)N2CCCN(C)CC2)cc1OC	-6	-2	0	-3	0	-2	-9	-5
51	O=C(NCc1ccncc1)c1cnccn1	.	.	6	.	1	0	.	2
52	O=C1OC(c2ccc(Br)cc2)=N/C1=C\c1ccco1	-7	10	14	4	-6	0	16	-2

# Some of the entries above, set out differently:
(41) Cc1ccc(NC(=O)CSCC(=O)Nc2ccc(S(=O)(=O)N3CCCC3)cc2)cc1
  S100A4 inh HTS = -5; EWS-Fli inh = 10; PAX8 inh HTS = 3; ERAP1 inh = 0; PGC1a acetyl inh = .; PglD inh = .; LGR2 inh = -6; FN deposition inh = 4
(42) CS(=O)(=O)N(CC(=O)Nc1ccc(S(=O)(=O)N2CCOCC2)cc1)c1ccccc1Cl
  S100A4 inh HTS = -6; EWS-Fli inh = 9; PAX8 inh HTS = 11; ERAP1 inh = 0; PGC1a acetyl inh = 11; PglD inh = 2; LGR2 inh = 8; FN deposition inh = .
(43) CN(c1ccc(C(=O)N2CCN(Cc3ccccc3)CC2)cc1)S(=O)(=O)c1ccc(Cl)cc1
  S100A4 inh HTS = -1; EWS-Fli inh = .; PAX8 inh HTS = 9; ERAP1 inh = -5; PGC1a acetyl inh = .; PglD inh = 0; LGR2 inh = 19; FN deposition inh = 4
(44) OC(COCC(F)(F)C(F)(F)C(F)(F)C(F)F)Cn1c2ccccc2c2ccccc21 (stereo not given)
  S100A4 inh HTS = -1; EWS-Fli inh = 5; PAX8 inh HTS = 50; ERAP1 inh = -7; PGC1a acetyl inh = -22; PglD inh = .; LGR2 inh = .; FN deposition inh = 8

# In another format: entries from further up
[41] Cc1ccc(NC(=O)CSCC(=O)Nc2ccc(S(=O)(=O)N3CCCC3)cc2)cc1
[42] CS(=O)(=O)N(CC(=O)Nc1ccc(S(=O)(=O)N2CCOCC2)cc1)c1ccccc1Cl

screen / no.	41	42
S100A4 inh HTS	-5	-6
EWS-Fli inh	10	9
PAX8 inh HTS	3	11
ERAP1 inh	0	0
PGC1a acetyl inh	.	11
PglD inh	.	2
LGR2 inh	-6	8
FN deposition inh	4	.
